MEKK2 mut-MEK5 = signal of MEK5 binding to mutant human MEKK2 PB1 domain. bead flow cytometry, Alexa488-MEK5 binding to MEKK2 mutant. percent response, % at 10 µM. actives 0.35% (n = 290,000); in the data active = percent response above about 24%, passing the limit was not always enough; also: inactives centre near 1; some results filed as inactive read as strong as hits
M18AAP inhibitor = PfM18AAP enzyme inhibition; recombinant PfM18AAP, H-Glu-NHMec fluorogenic cleavage; inhibition, % at 7.35 µM; actives 1.2% (n = 290,000);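 active = inhibition above the campaign mean inhibition over all tested compounds plus 3 SD, cut at about 28% in these data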;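 also: 0% = plate median of test compound wells and 100% = 2 mM ZnCl2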
VIM-2 inh = inhibitors of Pseudomonas aeruginosa VIM-2 metallo-beta-lactamase | purified VIM-2, nitrocefin hydrolysis, epi-absorbance fluorescence | actives 0.89% (n = 290,000) | inhibition, % at 5.6 µM;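 active = inhibition above the mean of all tested compounds plus 3 SD, cutoff set per screening run, cut at about 7.5% in these data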;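 also: red hydrolysis product quenches plate fluorescence so inhibitors raise well fluorescence; 0% = enzyme with DMSO and 100% = DMSO without enzyme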
MEKK2wt PB1 HTS = raises or lowers MEK5 binding to wildtype human MEKK2 PB1 domain; Q9Y2U5; bead flow cytometry, Alexa488-MEK5 binding to MEKK2 WT; actives lie on both sides; binding response (% of control), % at 10 µM; actives 1.1% (n = 290,000); AID 1531; in the data active = binding response below about 67% or above about 130%
NS3 helicase inh = blocks Hepatitis C virus NS3 helicase unwinding; actives 0.56% (n = 290,000); inhibition, % at 10.9 µM; NS3 helicase DNA unwinding, Cy5 molecular beacon fluorescence;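 active = inhibition above the mean of all tested compounds plus 3 SD, set per campaign, cut at about 35% in these data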;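 also: 0% = DMSO wells and 100% = thioflavine S control wells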
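Compound dosing – single dose, 10.9 µM nominal final, DMSO 0.8% final · System – NS3 helicase fragment of HCV · Buffer or medium – MOPS pH 6.5, MgCl2, DTT, Tween20, BSA · Signal – Cy5 beacon fluorescence read at start and 1 h · Also added – annealed dual-labelled DNA beacon duplex, ATP-started · Schedule – 1 h at 25 °C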
NALP1 yeast inh = blocks the NALP1 inflammasome reconstituted in yeast. actives 0.61% (n = 280,000). AID 2071. inhibition, % at 10 µM. S. cerevisiae NALP1/ASC/caspase-1 growth, X-gal OD620, 72 h; in the data active = inhibition mostly above about 24%, no sharp cut-off; inactive = mostly below about 32%; also: some compounds called inactive have numbers as strong as hits
FID counter = displaces DNA intercalator in HCV helicase counter-screen | DNA fluorescent intercalator displacement, fluorescence | inhibition, % at 7.9 µM | actives 0.17% (n = 290,000); in the data active = inhibition above about 37%;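 also: 0% = vehicle and 100% = reference compound; higher means more ethidium bromide displaced from hairpin DNA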
SUMO HTRF inh = blocks human SUMOylation mediated by UBC9. P63279. HTRF SUMOylation assay, SAE1/SAE2 + UBC9, in vitro. inhibition, % at 35 µM. actives 0.36% (n = 290,000); in the data active = inhibition above about 50%, passing the limit was not always enough; also: strong numbers were not always called active
Target sequence (P63279 whole entry, looked up): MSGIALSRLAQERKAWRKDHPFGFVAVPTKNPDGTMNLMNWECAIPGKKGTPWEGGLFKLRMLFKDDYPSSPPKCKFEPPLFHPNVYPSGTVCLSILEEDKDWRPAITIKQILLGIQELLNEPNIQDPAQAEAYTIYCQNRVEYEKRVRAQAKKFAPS
IMP-1 inh = inhibitors of Pseudomonas aeruginosa IMP-1 metallo-beta-lactamase; purified IMP-1, nitrocefin hydrolysis, epi-absorbance fluorescence; actives 0.45% (n = 290,000); inhibition, % at 5.6 µM;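 active = inhibition above the mean plus 3 SD of all compounds in the same screening run, cut at about 4.5% in these data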;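 also: 0% = IMP-1 with DMSO and 100% = DMSO wells lacking enzyme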
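System: purified IMP-1 / Input: IMP-1 dispensed at 0.2 nM / Medium: 50 mM HEPES pH 7.1, 50 µM ZnSO4, 0.05% Brij 35 / Timing: 15 min enzyme–compound preincubation, then 25 min nitrocefin reaction, 25 °C / Technique: plate fluorescence quenching by hydrolysis product, ex 480/em 530 nm / Repeats: singlicate testing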
* = called active by the depositor; · = not tested or not shown.

SMILES	MEKK2 mut-MEK5	M18AAP inhibitor	VIM-2 inh	MEKK2wt PB1 HTS	NS3 helicase inh	NALP1 yeast inh	FID counter	SUMO HTRF inh	IMP-1 inh
COC(=O)CCC(=O)Nc1nccs1	0	1	-2.5	96	10	-4	2	8	-1.4
Cc1[nH]c2ccccc2c1SCC(=O)N1CCN(c2ccccc2)CC1	12	-7	-0.1	117	-11	21	-22	7	-4.5
O=C(O)C1CCCN1S(=O)(=O)c1ccc2c(c1)CCC2 (centres undefined)	0	4	-5.8	96	2	4	-2	7	-2.8
Cc1ccc(-n2nc3c(=O)n(CC(=O)NCc4cccs4)nc(C)c3c2C)cc1	-1	0	-0.5	103	-3	10	-30	3	-2.1
CSc1ccc(NC(=O)NCc2ccccc2)cc1	-24	-12	-1.2	85	5	12	-3	9	-3.0
CC(C)OCCCNCC(O)c1ccccc1 (centres undefined)	3	4	-5.1	104	0	·	4	9	-4.1
Cc1[nH]nc2c1C(c1ccc(N(C)C)cc1)C1=C(CC(C)(C)CC1=O)N2 (centres undefined)	-13	7	0.4	88	3	5	-15	-7	-0.4
COc1ccc(C2=Nc3cccc4cccc(c34)N2)cc1	·	-7	-2.7	·	6	25	0	22	-1.0
Cc1cc(C)nc(NCCCc2ccccc2)n1	2	1	-3.9	98	-16	8	-7	6	-5.7
COc1ccccc1-n1c(C)c(C(C)=O)c2cc(O)ccc21	2	6	-1.3	102	1	5	-24	12	-2.8
O=C(O)/C=C(\Oc1ccccc1)C1(O)CCCCC1	0	-4	-2.0	103	0	-1	1	3	-3.6
CCOc1ccc(NC(=O)C2CC(=O)N(c3cc(C)cc(C)c3)C2)cc1 (centres undefined)	9	2	-2.6	111	0	-4	-28	-1	-5.6
Cc1ccc(S(=O)(=O)CC#CCOC(=O)c2ccc([N+](=O)[O-])cc2)cc1	-8	-13	0.6	98	3	-15	-3	19	-2.1
Cc1oc(-c2ccccc2Cl)nc1CS(=O)CC(=O)NCc1ccc2c(c1)OCO2 (centres undefined)	5	1	-3.2	99	-4	7	-46	-1	-3.2
O=C(CNc1ccc(Br)cc1)c1ccccc1	-3	-2	0.1	98	2	-3	1	3	-0.3
Cc1cc(C)nc(/N=C(\N)Nc2cc([N+](=O)[O-])ccc2C)n1	3	5	-2.5	111	2	14	3	-8	-2.7
COC(=O)c1c(NC(=S)NC(=O)c2ccco2)sc2c1CCCC2	1	-4	-0.1	103	6	·	-4	4	-3.2
COc1ccc(CCN(C)Cc2nc(Cc3ccc(OC)c(OC)c3)no2)cc1OC	0	-10	0.4	100	1	-3	-34	-4	-1.3
Cc1ccc(NN2C(=O)C=C(c3ccc(Cl)cc3)C2=O)cc1	5	3	-1.4	96	10	7	-6	-14	-0.5
Cc1ccc(-c2nnn(CC(=O)N(CCCO)C(C(=O)NC3CCCC3)c3ccc(F)cc3)n2)o1 (centres undefined)	1	-7	-2.1	109	-6	16	-27	0	-0.5
COCc1c(C(=O)OCC(=O)N2c3ccccc3NC(=O)C2(C)C)oc2ccccc12	-7	8	0.7	84	-3	8	-2	14	1.3
O=C(CN1C(=O)S/C(=C\c2ccccc2Cl)C1=O)NC1C=CS(=O)(=O)C1 (centres undefined)	6	13	-2.3	101	-24	-6	-3	16	0.5
COc1ccc(OCC(=O)Nc2cc(NC(=O)COc3ccc(OC)cc3)cc(C(=O)O)c2)cc1	5	-1	-2.4	106	22	16	-34	4	-5.1
COc1cccc(NC(=O)CN(c2ccc(C)cc2)S(=O)(=O)c2c(C)nn(C)c2C)c1	-1	-3	-1.9	100	-2	0	-31	-12	-3.3
Cc1ccc(C23CC4CC(CC(C(=O)NC(C)C(=O)O)(C4)C2)C3)cc1 (centres undefined)	-1	-18	0.8	105	-4	2	-32	20	0.3
CC(=O)CC1(O)C(=O)Nc2ccccc21 (centres undefined)	-7	-3	-0.7	97	9	20	0	1	-0.7
O=C(c1nc2ccccn2c1CNCCCn1ncc2ccccc21)N1CCOCC1	-2	2	-0.1	107	-4	-7	3	6	-0.4
Cc1ccc(NC(=O)c2csc(-c3ccccc3)c2C)cc1	1	-2	-1.1	101	0	-5	0	-2	-2.0
O=C1NC2(CCCCC2)N=C1c1ccc(Br)cc1	2	0	-2.7	108	4	12	-2	3	-2.3
Cn1c(=O)c2c(nc(N3CCCCCC3)n2CCSc2nc3ccccc3o2)n(C)c1=O	1	-1	1.8	103	-4	-22	-7	-1	-1.9

Fetched one by one from the list above:
SMILES	MEKK2 mut-MEK5	M18AAP inhibitor	VIM-2 inh	MEKK2wt PB1 HTS	NS3 helicase inh	NALP1 yeast inh	FID counter	SUMO HTRF inh	IMP-1 inh
COC(=O)c1c(NC(=S)NC(=O)c2ccco2)sc2c1CCCC2	1	-4	-0.1	103	6	·	-4	4	-3.2
Cc1[nH]nc2c1C(c1ccc(N(C)C)cc1)C1=C(CC(C)(C)CC1=O)N2 (centres undefined)	-13	7	0.4	88	3	5	-15	-7	-0.4

Other structures follow:
SMILES	MEKK2 mut-MEK5	M18AAP inhibitor	VIM-2 inh	MEKK2wt PB1 HTS	NS3 helicase inh	NALP1 yeast inh	FID counter	SUMO HTRF inh	IMP-1 inh
CC1CCCCN1CC(=O)Nc1sccc1C#N (centres undefined)	-6	3	-3.2	95	4	0	-3	6	-3.6
COc1ccc(C(=O)c2nc3c(n2O)CCCCC3)cc1	5	1	1.1	108	13	26	2	-1	-0.9
CC(=O)c1cnc(Oc2cc(Cl)ccc2Cl)nc1C	-5	-5	-1.3	91	5	-4	-9	3	-3.8
CC12CCC(C(=O)N(CC(O)CN3CCCCCC3)C1=O)C2(C)C (centres undefined)	0	-3	-1.0	107	1	·	-2	-15	-3.8
Cn1c(=O)c2c(C(=O)O)cc(-c3ccccc3)nc2n(Cc2ccccc2)c1=O	0	-1	-2.3	99	4	10	-27	15	-2.1
CCOc1ccc(N2C(=O)CC(S/C(N)=N/N=C/c3cccs3)C2=O)cc1 (centres undefined)	-2	-1	-3.9	88	6	16	1	26	-0.8
CCOC(=O)C1=CN(CC2CCCO2)C=C(C(=O)OCC)C1c1ccccc1C(F)(F)F (centres undefined)	2	-2	-1.7	101	1	18	-3	-9	-2.3
COc1ccccc1NC(=O)COC(=O)c1ccccc1OCC(=O)Nc1ccc(SC(F)F)cc1	18	0	0.5	104	10	36	0	22	-3.6
COc1ccc(C(C(=O)NC2CCCCC2)N(C(=O)Cc2c[nH]c3ccccc23)c2ccc(NC(C)=O)cc2)cc1OC (centres undefined)	2	1	-8.7	93	-10	15	-28	-9	-2.6
Cc1cc(C(=O)COC(=O)c2n[nH]c3ccccc23)c(C)n1CC1CCCO1 (centres undefined)	1	-8	-1.1	106	-2	9	-15	12	-3.2
O=S(=O)(c1ccccc1)c1nc(Cc2ccccc2)oc1N1CCOCC1	2	-1	-0.7	102	-3	-12	-2	12	-1.1
COc1ccc(CN2CCN(Cc3cc4ccccc4o3)CC2CCO)c(F)c1 (centres undefined)	2	-2	-2.3	100	-2	7	-5	8	-4.0
CNS(=O)(=O)c1ccc(NC(=O)c2csc(C)c2)cc1	6	-5	-3.0	102	0	2	0	4	-3.1
O=C(O)CCCCCn1c(SCc2cc(=O)n3cc(Cl)ccc3n2)nc2ccsc2c1=O	-2	-2	-3.4	96	5	16	5	1	-2.3
O=C(COC(=O)[C@@H]1CCCN1S(=O)(=O)c1ccc(Cl)cc1)NCC(F)(F)F	-2	1	-2.4	99	1	26	-4	9	-3.7
O=C(CN1C(=O)CCS(=O)(=O)c2ccccc21)Nc1cccc(Cl)c1	-5	3	-3.7	98	-2	-1	-8	-16	-3.3
CC(NC(=O)Nc1ccc(Cl)cc1)c1ccccc1 (centres undefined)	2	-3	-3.6	106	5	15	-2	6	1.0
N#Cc1c(-c2ccccc2)c(C#N)c2nc3ccccc3n2c1N	2	-1	1.8	100	-11	36	-3	4	-0.6
CC(C)NC(=O)COc1nncc2ccccc12	-2	1	-6.2	88	3	21	8	19	-3.3
CCc1ccc(C(=O)Nc2nc3ccccc3[nH]2)cc1	-3	-10	-3.5	94	-17	2	-11	32	-3.0
C#CCOCCOCCOCCNc1nc(N2CCN(C(=O)[C@H]([C@@H](C)CC)n3cc([C@@H](N)CO)nn3)CC2)nc(N2CCN(C(=O)[C@H](Cc3cc4ccccc4[nH]3)n3cc([C@@H](N)C(C)CC)nn3)CC2)n1 (some centres undefined)	56*	-2	-4.2	181*	-51	-5	41*	-4	7.0*
CC(C)(C)NC(=O)CSc1nc(Cc2ccccc2)nc2ccccc12	-4	2	-0.5	95	-2	-1	-29	5	-2.5
Cc1cc(C)c(NS(=O)(=O)c2ccc3c(c2)n(C)c(=O)n3C)c(C)c1	8	-2	-2.2	106	-8	8	-23	-4	-2.0

Entries listed so far containing an aryl methoxy group (nine):
SMILES	MEKK2 mut-MEK5	M18AAP inhibitor	VIM-2 inh	MEKK2wt PB1 HTS	NS3 helicase inh	NALP1 yeast inh	FID counter	SUMO HTRF inh	IMP-1 inh
COc1ccc(C2=Nc3cccc4cccc(c34)N2)cc1	·	-7	-2.7	·	6	25	0	22	-1.0
COc1ccccc1-n1c(C)c(C(C)=O)c2cc(O)ccc21	2	6	-1.3	102	1	5	-24	12	-2.8
COc1ccc(CCN(C)Cc2nc(Cc3ccc(OC)c(OC)c3)no2)cc1OC	0	-10	0.4	100	1	-3	-34	-4	-1.3
COc1ccc(OCC(=O)Nc2cc(NC(=O)COc3ccc(OC)cc3)cc(C(=O)O)c2)cc1	5	-1	-2.4	106	22	16	-34	4	-5.1
COc1cccc(NC(=O)CN(c2ccc(C)cc2)S(=O)(=O)c2c(C)nn(C)c2C)c1	-1	-3	-1.9	100	-2	0	-31	-12	-3.3
COc1ccc(C(=O)c2nc3c(n2O)CCCCC3)cc1	5	1	1.1	108	13	26	2	-1	-0.9
COc1ccccc1NC(=O)COC(=O)c1ccccc1OCC(=O)Nc1ccc(SC(F)F)cc1	18	0	0.5	104	10	36	0	22	-3.6
COc1ccc(C(C(=O)NC2CCCCC2)N(C(=O)Cc2c[nH]c3ccccc23)c2ccc(NC(C)=O)cc2)cc1OC (centres undefined)	2	1	-8.7	93	-10	15	-28	-9	-2.6
COc1ccc(CN2CCN(Cc3cc4ccccc4o3)CC2CCO)c(F)c1 (centres undefined)	2	-2	-2.3	100	-2	7	-5	8	-4.0
